Source: PubChem BioAssay (Vanderbilt High Throughput Screening Facility)
Cav3 T inh: blocks human Cav3.2 T-type calcium channel. B-score at 10 µM. AID 449739. Cav3.2-expressing cells, Fluo-4 calcium fluorescence FDSS; stronger effect = lower value. O95180. 100,000 compounds, 4% hits;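 active = single-dose well whose peak fluorescence ratio is a statistical outlier from its plate by either plate-standardised score or position-corrected B-score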
Target sequence (O95180 whole entry, looked up): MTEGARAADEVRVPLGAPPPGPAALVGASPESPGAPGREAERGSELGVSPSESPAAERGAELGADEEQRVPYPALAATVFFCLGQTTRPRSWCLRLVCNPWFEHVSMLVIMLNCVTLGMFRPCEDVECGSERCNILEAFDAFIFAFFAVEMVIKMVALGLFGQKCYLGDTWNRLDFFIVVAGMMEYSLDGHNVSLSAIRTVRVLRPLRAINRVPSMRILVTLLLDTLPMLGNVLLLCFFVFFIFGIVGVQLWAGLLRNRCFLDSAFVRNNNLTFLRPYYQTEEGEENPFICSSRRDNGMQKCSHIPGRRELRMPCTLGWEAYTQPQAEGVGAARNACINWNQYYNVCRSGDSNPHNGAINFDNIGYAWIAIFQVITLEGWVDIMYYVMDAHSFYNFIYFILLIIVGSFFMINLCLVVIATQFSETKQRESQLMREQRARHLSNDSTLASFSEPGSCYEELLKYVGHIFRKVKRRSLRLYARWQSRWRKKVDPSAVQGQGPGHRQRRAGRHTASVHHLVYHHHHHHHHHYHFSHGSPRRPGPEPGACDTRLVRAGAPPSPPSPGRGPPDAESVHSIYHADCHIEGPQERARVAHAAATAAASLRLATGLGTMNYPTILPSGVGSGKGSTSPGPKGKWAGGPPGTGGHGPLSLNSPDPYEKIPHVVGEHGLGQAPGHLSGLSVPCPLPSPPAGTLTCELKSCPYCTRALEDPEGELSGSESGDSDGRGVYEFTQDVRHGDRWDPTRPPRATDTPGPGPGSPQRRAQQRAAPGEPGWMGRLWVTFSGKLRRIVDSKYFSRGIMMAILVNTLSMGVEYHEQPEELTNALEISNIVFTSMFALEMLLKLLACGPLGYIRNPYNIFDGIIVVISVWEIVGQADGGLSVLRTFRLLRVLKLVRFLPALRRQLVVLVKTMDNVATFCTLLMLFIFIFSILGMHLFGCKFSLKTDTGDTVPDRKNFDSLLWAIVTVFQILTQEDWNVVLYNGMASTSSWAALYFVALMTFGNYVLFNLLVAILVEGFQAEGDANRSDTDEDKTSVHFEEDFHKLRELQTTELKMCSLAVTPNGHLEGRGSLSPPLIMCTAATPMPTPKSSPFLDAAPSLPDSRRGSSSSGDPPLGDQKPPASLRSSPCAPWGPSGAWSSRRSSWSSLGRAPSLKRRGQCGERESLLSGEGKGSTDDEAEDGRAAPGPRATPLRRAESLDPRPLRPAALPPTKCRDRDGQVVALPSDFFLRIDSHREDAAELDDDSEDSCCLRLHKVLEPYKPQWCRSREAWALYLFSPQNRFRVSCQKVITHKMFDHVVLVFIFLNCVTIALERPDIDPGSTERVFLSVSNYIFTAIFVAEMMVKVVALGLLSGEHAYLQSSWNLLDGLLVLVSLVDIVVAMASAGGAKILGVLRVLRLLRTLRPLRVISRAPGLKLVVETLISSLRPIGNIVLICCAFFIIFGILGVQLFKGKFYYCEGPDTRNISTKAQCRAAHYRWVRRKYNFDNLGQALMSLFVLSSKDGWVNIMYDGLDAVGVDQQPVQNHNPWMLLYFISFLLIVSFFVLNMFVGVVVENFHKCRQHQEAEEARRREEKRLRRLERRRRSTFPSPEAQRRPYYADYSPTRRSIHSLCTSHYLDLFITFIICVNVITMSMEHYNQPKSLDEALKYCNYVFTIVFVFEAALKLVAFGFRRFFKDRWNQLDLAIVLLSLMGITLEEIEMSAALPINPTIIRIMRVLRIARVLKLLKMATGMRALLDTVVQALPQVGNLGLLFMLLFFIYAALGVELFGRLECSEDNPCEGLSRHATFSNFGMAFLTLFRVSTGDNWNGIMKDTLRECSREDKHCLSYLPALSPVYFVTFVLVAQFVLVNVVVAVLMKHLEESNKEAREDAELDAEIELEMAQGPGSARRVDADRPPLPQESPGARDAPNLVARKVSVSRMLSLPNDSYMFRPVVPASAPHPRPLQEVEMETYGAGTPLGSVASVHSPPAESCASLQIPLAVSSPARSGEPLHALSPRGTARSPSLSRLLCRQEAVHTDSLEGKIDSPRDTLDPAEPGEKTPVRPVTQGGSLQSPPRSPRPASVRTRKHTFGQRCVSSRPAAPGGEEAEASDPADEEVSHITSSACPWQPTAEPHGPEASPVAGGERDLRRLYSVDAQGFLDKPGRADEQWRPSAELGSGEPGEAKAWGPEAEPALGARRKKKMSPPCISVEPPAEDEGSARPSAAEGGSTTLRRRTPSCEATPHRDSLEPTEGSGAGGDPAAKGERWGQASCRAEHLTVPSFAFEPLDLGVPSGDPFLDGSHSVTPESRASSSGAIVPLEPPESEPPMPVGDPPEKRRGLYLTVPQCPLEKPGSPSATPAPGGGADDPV
An asterisk follows results filed as active.

SMILES	Cav3 T inh
CO/C=C/C#CC1(O)CCN(C)CC1	1.11
COc1ccc(-c2c([C@H]3[C@H]4C=CC[C@@H](C)[C@@H]4C(=O)N3Cc3ccccc3)ccc3ccccc23)cc1OC	-1.4
Cc1ccccc1CSc1nnc(Cn2c(=O)sc3ccccc32)n1C	0.0562
N#C/C(=C\c1ccccc1)c1n[nH]c(Cn2cncn2)n1	0.532
CCOC(=O)CSc1nc2c(sc(=S)n2Cc2ccco2)c(=O)n1-c1ccccc1	-3.87*
COC(=O)c1ccccc1NC(=O)C1COc2ccccc2O1 (stereo not given)	-2.65
COCC(C)Nc1ncnc2c1cnn2-c1ccc(Cl)cc1 (stereo not given)	-0.456
COc1ccc(CCNC(=O)c2cc3sccc3n2C)cc1OC	0.0376
O=C(OCCN1CCCCC1)c1ccc(Cl)cc1	0.0957
O=C(CSCc1ccccc1)Nc1nccs1	0.1
CC(C)COc1ccc(CNC(=S)N/N=C/c2ccc([N+](=O)[O-])cc2)cc1	-0.286
CCOc1ccc(-c2nc(CSc3nnc(N)s3)cs2)cc1OC	0.186
COC(=O)Nc1c(-c2ccccc2)nc2ccccn12	-0.152
CCOC(=O)c1c(NC(=O)COC)sc2c1CCCC2	-0.396
COc1ccc(NC(=O)CSc2ncn(-c3ccccc3)n2)cc1Cl	-1.78
Cc1cc(NC(=O)CSc2nnc(C3CC3)n2Cc2ccccc2)no1	1.72
CCOC(=O)Nc1nnc(-c2ccccc2OC)s1	-0.443
CNC(=O)NC(=O)CSc1nc2ccccc2n1CCOC	1.54
c1ccc(CNn2nnnc2-c2ccccc2)cc1	-0.105
CC(C)(C)c1ccc(C(=O)Nc2ccc(O)c3c(=O)cc(-c4ccccc4Cl)oc23)cc1	-0.0799
Cc1ccc(S(=O)(=O)NNC(=O)CCC(=O)Nc2ccc(C)c(C)c2)cc1	-3.68
COCCNC(=O)c1c[nH]n2c(=O)cc(C3CCN(C(=O)OC(C)(C)C)CC3)nc12	1.06
Cc1ccc(-c2nn(C)c(=O)c3ccccc23)cc1S(=O)(=O)N1CCOCC1	-0.771
O=C(Nc1ccc(Br)cc1)N1CCCCCCC1	-0.272
c1csc(CSc2nc3ccccc3s2)c1	0.000325
O=C(CN(Cc1ccco1)C(=O)CCC(=O)Nc1ccccn1)NCCc1ccccc1	-0.984
O=C(Cc1n[nH]c(=O)c2ccccc12)OCC(=O)c1ccc2c(c1)OCCO2	0.216
CCc1c(O)nc(SCC(=O)Nc2ccccc2)n(-c2ccccc2)c1=O	-0.282
COc1cccc(CN2CCNC(=O)C2CC(=O)O)c1OC (stereo not given)	0.13
CCOc1[nH]n(-c2ccc(Cl)cc2)c(=O)c1C=Nc1ccc(Cl)cc1	-0.0269
Cc1ccccc1CNC(=O)c1ccc(CSCc2ccccc2)cc1	-5.92*
COC(=O)C1CSC(C(=O)OC)N1C(=O)Nc1ccc(Cl)cc1 (stereo not given)	0.074
Cc1nc2ccc(-c3nc4ccccc4o3)cc2[nH]1	1.4
COc1ccc(-c2csc(Nc3ncccc3C)n2)cc1	0.628
COC(=O)CSc1nnc(-c2cnccn2)n1C	0.363
COc1ccccc1CC(=O)N1CCN(c2ccccn2)CC1	2
COc1ccccc1C(=O)NCCn1cc(SCC(=O)Nc2nnc(C)s2)c2ccccc21	-0.0568
COc1ccc(CCN2C(=O)C3C4C=CC(C4)C3C2=O)cc1OC (stereo not given)	-0.0519
O=C1CC(c2ccc(Cl)cc2)CC(O)=C1C=NCc1ccc(Cl)c(Cl)c1 (stereo not given)	-0.0777
O=C(Nc1ccc(F)c(F)c1)c1ccc2c(c1)OCO2	0.501

Laid out differently: results already given.
| molecule | Cav3 T inh |
| --- | --- |
| Cc1ccc(S(=O)(=O)NNC(=O)CCC(=O)Nc2ccc(C)c(C)c2)cc1 | -3.68 |
| COCCNC(=O)c1c[nH]n2c(=O)cc(C3CCN(C(=O)OC(C)(C)C)CC3)nc12 | 1.06 |
| Cc1ccc(-c2nn(C)c(=O)c3ccccc23)cc1S(=O)(=O)N1CCOCC1 | -0.771 |
| O=C(Nc1ccc(Br)cc1)N1CCCCCCC1 | -0.272 |
| c1csc(CSc2nc3ccccc3s2)c1 | 0.000325 |
| O=C(CN(Cc1ccco1)C(=O)CCC(=O)Nc1ccccn1)NCCc1ccccc1 | -0.984 |
| O=C(Cc1n[nH]c(=O)c2ccccc12)OCC(=O)c1ccc2c(c1)OCCO2 | 0.216 |
| CCc1c(O)nc(SCC(=O)Nc2ccccc2)n(-c2ccccc2)c1=O | -0.282 |
| COc1cccc(CN2CCNC(=O)C2CC(=O)O)c1OC (stereo not given) | 0.13 |
| CCOc1[nH]n(-c2ccc(Cl)cc2)c(=O)c1C=Nc1ccc(Cl)cc1 | -0.0269 |
| Cc1ccccc1CNC(=O)c1ccc(CSCc2ccccc2)cc1 | -5.92* |
| COC(=O)C1CSC(C(=O)OC)N1C(=O)Nc1ccc(Cl)cc1 (stereo not given) | 0.074 |
| Cc1nc2ccc(-c3nc4ccccc4o3)cc2[nH]1 | 1.4 |
| COc1ccc(-c2csc(Nc3ncccc3C)n2)cc1 | 0.628 |
| COC(=O)CSc1nnc(-c2cnccn2)n1C | 0.363 |
| COc1ccccc1CC(=O)N1CCN(c2ccccn2)CC1 | 2 |
| COc1ccccc1C(=O)NCCn1cc(SCC(=O)Nc2nnc(C)s2)c2ccccc21 | -0.0568 |
| COc1ccc(CCN2C(=O)C3C4C=CC(C4)C3C2=O)cc1OC (stereo not given) | -0.0519 |
| O=C1CC(c2ccc(Cl)cc2)CC(O)=C1C=NCc1ccc(Cl)c(Cl)c1 (stereo not given) | -0.0777 |
| O=C(Nc1ccc(F)c(F)c1)c1ccc2c(c1)OCO2 | 0.501 |

The results go on:
SMILES	Cav3 T inh
COC(=O)CSc1nnc(CNc2nc(-c3ccccc3)cs2)n1C	0.329
COc1ccc(C(c2c[nH]c3ccccc23)c2c[nH]c3ccccc23)cc1O	-0.0477
CCCNC(=S)N1CCC(NC(=O)C2CCCCC2)CC1	0.47
Oc1ccccc1/C=N/Nc1nccnc1Cl	0.743
COc1cc(Cl)c(C)cc1NC(=O)CCCN1C(=O)CCC1=O	0.431
COc1cccc2cc(C(=O)N(Cc3ccccc3)CC3CCCO3)c(=O)oc12 (stereo not given)	0.393
CCCCCCCCCC(=O)OCC(O)CO (stereo not given)	-0.876
CCCC(C)C(=O)Nc1ccc(NC(C)=O)cc1 (stereo not given)	0.758
CCn1c(N)c(C(=O)NC2CCCCC2)sc1=S	0.773
Cc1nnc(NC(=O)c2ccco2)s1	0.369
Cn1c(N)c(C#N)c(C#N)c1-c1ccccc1	-2.74
COc1ccc(C2NCCn3cccc32)cc1 (stereo not given)	1.27
CCc1cc2c(=O)n(C(C)C(=O)OC3CCCCC3)cnc2s1 (stereo not given)	-2.29
c1ccc(Cc2nnc3n2CCCCC3)cc1	-1.34
CC(C)n1c(N2CCN(C(=O)N3CCCCC3)CC2)nc2ccccc21	1.78
CC(C)c1[nH]nc2c1C(c1cccnc1)C(C#N)=C(N)O2 (stereo not given)	0.0795
CN(C)c1cccc(C(=O)Nc2cccc(F)c2)c1	-0.568
O=C(CSc1nc2ccccc2[nH]1)NCCCn1ccnc1	0.154
COc1ccc(-c2nnn(CC(=O)OC3CCCCC3)n2)cc1OC	-0.154
Cc1c(C)n(C)c2ccc(C(=O)Nc3cccc4ccccc34)cc12	-2.26
Cc1ccc(N2C(=O)CC(N3CCN(C)CC3)C2=O)cc1 (stereo not given)	0.608
COc1cccc(C2C(C#N)=C(N)Oc3cc(C)n(Cc4ccccn4)c(=O)c32)c1OC (stereo not given)	0.565
Cc1ccc(C(=O)c2coc3ccc(O)c(Cl)c23)cc1	-5.15*
CC1CN(C(=O)COc2ncnc3ccccc23)CC(C)O1 (stereo not given)	-0.158
CC(=O)c1cc2c(cc1NS(=O)(=O)c1ccc3c(c1)OCCO3)OCO2	-0.492
Cc1nccn1CC(O)COC1CCCCC1 (stereo not given)	-0.247
Cc1ccc(S(=O)(=O)NCc2ccncc2)cc1	1.28
N#C/C(=C(\O)Cc1ccccc1)c1nc2ccccc2[nH]1	-0.0151
CC(C)n1c(-c2ccco2)csc1=Nc1cccnc1	-5.18*
O=C(Nc1cccc(Cl)c1)N1CCN(Cc2ccccc2)CC1	-2.64
Cc1ccccc1C(=O)N1CCN(c2ccc([N+](=O)[O-])c(NCc3ccco3)c2)CC1	0.117
CCC1Oc2ccccc2N(CC(=O)NCCc2ccc(OC)c(OC)c2)C1=O (stereo not given)	0.224
Cc1nc2c(n1O)CCC/C2=N\O	1.11
CCOC(=O)CCCNC(=O)COC(=O)c1cccc(C)c1O	-1.13
CC(=O)Nc1cccc(C(=O)OCc2ccccc2)c1	0.0185
COc1ccc(Oc2c(Cl)cnn(-c3ccc(C)cc3)c2=O)cc1	1.01
Cc1ccc(S(=O)(=O)N2CN(Cc3ccco3)c3nc4ccccc4nc32)cc1C	-2.17
Cc1ccc(-c2nn3c(C)nnc3c3ccccc23)cc1S(=O)(=O)NC(C)c1ccccc1 (stereo not given)	-1.95
C=CCn1c(SCC(=O)N2CCOCC2)nc2scc(-c3ccco3)c2c1=O	3.49*
COCCn1c(=O)[nH]c2cc(C(=O)N3CCN(c4ccccc4OC)CC3)ccc2c1=O	0.822
CCOc1ccc(CNC(=O)C(CC)n2nc(C)n3c(cc4occc43)c2=O)cc1OC (stereo not given)	-0.325
O=C(COC(=O)CNC(=O)c1ccc(Br)o1)Nc1ccc2c(c1)OCCO2	0.127
CC1(C)CC(=O)C2=C(C1)Nc1ccccc1NC2c1nc2ccccc2[nH]1 (stereo not given)	-0.444
Cc1cc(C(=O)NC(C)C)on1	-0.3
CCC(=O)N(CC)c1nc(-c2cc(OC)ccc2OC)cs1	-0.175
COc1ccc(OC)c(NC(=O)CSc2nnc(C)n2Cc2ccccc2)c1	1.18
Cc1ccc(-c2cc(=O)c3ccc(F)cc3[nH]2)cc1	-1.19
CC(=O)N(C(C)=O)c1ccc2nc(C)[nH]c(=O)c2c1	-1.97
COc1cccc(OC)c1C(=O)Nc1ccc(CN2CCCCC2)cc1	0.713
COc1cccc(NS(=O)(=O)c2cc(C)sc2C)c1	-3.34
NC1=CC(=O)c2cccc3cccc1c23	-2.55
Oc1ccc(-c2nc(-c3ccc(O)c(O)c3)cs2)cc1	0.875
O=S(=O)(NCc1cccnc1)c1ccc2c(c1)OCCO2	1.24
CCS(=O)(=O)N1CCN(C(=O)CC(C)C)CC1	0.358
CN(C)c1ccc(NC(=O)CC2NCCNC2=O)cc1 (stereo not given)	0.459
COc1ccc(Cl)cc1Nc1nc(-c2sc(NC(=O)C(C)(C)C)nc2C)cs1	-0.281
Cc1ccc(C(c2nnnn2C2CCCC2)N2CCN3CCCC3C2)cc1 (stereo not given)	0.107
CCC(c1nnnn1Cc1ccc(F)cc1)N(CCCO)Cc1cc2cc3c(cc2[nH]c1=O)OCO3 (stereo not given)	0.0598
Cc1nnc(SCc2cc(=O)[nH]c(N3CCN(Cc4ccccc4)CC3)n2)s1	0.907
CCc1nnc(NC(=O)CSc2nnc(COc3ccc(C#N)cc3)n2-c2ccccc2)s1	-3.12
The list continues.
SMILES	Cav3 T inh
CC(C)Oc1ccc(C2CC(=O)N(c3cccc(C(=O)O)c3)C2=O)cc1 (stereo not given)	1.93
c1ccc2c(c1)CCCN2Cc1nnnn1CC1CCCO1 (stereo not given)	0.558
Cc1ccc(S(=O)(=O)NC(CC(=O)NC2CCCC2)c2ccco2)cc1 (stereo not given)	0.0989
CC(C)=C1C2CCC1C1C(=O)N(NC(=O)COc3ccc(Cl)c(C)c3)C(=O)C21 (stereo not given)	-5.35*
Cc1cccc(N(CC(=O)Nc2ccc(-c3nc4ccc(C)cc4s3)cc2)S(C)(=O)=O)c1	-0.161
Cc1ccc(C)c(C(=O)Cn2ncc(Cl)c(Cl)c2=O)c1	3.19
COc1ccccc1CCn1cnc2c3cc(C)ccc3n(C)c2c1=O	-2.36
O=C(COc1ncnc2scc(-c3ccc(F)cc3)c12)NCc1ccco1	-0.59
COC(=O)/C(=C/Nc1ccc(O)cc1)[N+](=O)[O-]	-0.0131
CCN(CC)Cc1cc2ccccc2c2c1COC2	0.0179
COc1cccc(NC(=O)N2CCCC(C(=O)NCc3ccc(F)cc3)C2)c1 (stereo not given)	0.782
Cc1nnc(SCCn2c(N3CCCC(C)C3)nc3c2c(=O)n(C)c(=O)n3C)s1 (stereo not given)	-0.702
CCOc1ccc(C(CCc2ccccc2)NC(=O)c2ccc(OC)c(OC)c2)cc1OCC (stereo not given)	-1.85
COc1ccc(/C=N/NC(=O)CCc2c(C)n[nH]c2C)cc1OC	-0.1
O=C(NC1(C(F)(F)F)NC(=O)N(Cc2ccco2)C1=O)c1cccnc1 (stereo not given)	0.214
O=C(CN1CCCCC1)Nc1cccc([N+](=O)[O-])c1	0.388
Cc1cccc(NC(=O)Cn2c(=O)n(CCC(=O)NC3CCCC3)c(=O)c3ccccc32)c1	-0.233
COCCN(CC(=O)NCc1ccc(OC)cc1)C(=O)CCC(=O)Nc1nccs1	1.22
COc1ccc(/C(O)=C2/C(=O)C(=O)N(CCN(C)C)C2c2ccccn2)cc1OC (stereo not given)	-0.341
CCOC(=O)c1c(NC(=O)c2nn(CC)cc2Br)sc2c1CCCCC2	-0.459
CC(C)CSc1nc2c(c(=O)[nH]c(=O)n2C)n1CC(O)COc1cccc2ccccc12 (stereo not given)	0.411
O=C(CSc1nc2ccc(S(=O)(=O)N3CCOCC3)cc2[nH]1)N1CCOCC1	1.17
COC(=O)C[C@H]1c2cc(C(F)(F)F)ccc2S(=O)(=O)N1Cc1ccccc1OC	-0.972
CCCC(=O)NCCCc1nc2ccccc2n1CC	0.15
Cc1ccc(-c2nnn(CC(=O)Nc3cccc4c3CCCC4)n2)o1	-0.0759
CC(CCC(=O)Nc1nncs1)C(=O)O (stereo not given)	-0.3
CN(C)c1nc(-c2ccccc2)nnc1C(F)(F)F	-1.47
CN(C)CCn1c(=S)[nH]c2ccccc2c1=O	-0.0146
O=C(COc1ccc(Cl)cc1)NCc1nnc(SCC(=O)NC2CCCC2)o1	-0.428
O=CNC(=O)c1ccccc1C(=O)O	-1.03
O=S(=O)(NCCSc1ccccc1)c1ccc(F)cc1	-5.73*
CC(C)CCNC(=O)CCS(=O)(=O)c1cccc2nonc12	0.428
COc1cc(C(=O)Oc2ccc3c(c2)OCC3=O)cc(OC)c1OC	-0.315
CCNc1nc2ccccc2[nH]1	0.0559
Cc1cc(C(=O)Nc2ccc(S(=O)(=O)Nc3onc(C)c3C)cc2)c(C)o1	0.34
CN(C)c1oc(-c2ccco2)nc1C#N	-1.23

The list is partial, so the mix of outcomes need not match the whole.
